MKP-3 inhibition: inhibition of rat DUSP6 enzyme activity – biochemical, in vitro, primary screen (AID 425). recombinant MKP-3 phosphatase activity, fluorescence; higher % means a stronger effect. inhibition, % at 20 µM; hits with a dose series show IC50 in µM. 0.17% of 110,000 active; in the data active = inhibition above about 50%;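 note: plate controls were vehicle for no effect and reference inhibitor for full effect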
Hsp70 displacement: small molecules displacing fluorescent ligand from Hsp70 – biochemical, fluorescence polarization, primary screen (AID 583). Hsp70 fluorescence polarization probe displacement, mP; higher % means a stronger effect. one-dose displacement, % at 20 µM; IC50 in µM for titrated hits. 0.06% of 140,000 active; in the data active = displacement above about 50%;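 note: plate controls were vehicle for no effect and reference ligand for full effect; a part of the inactive calls stands beside numbers as strong as those of hits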
* marks the source's active call; other numbers are inactive results; · = no result given; & = joins results of further samples. A portion of the library. The share of hits here may be higher or lower than overall.

MKP-3 inhibition | Hsp70 displacement | SMILES
-7.9% | -0.5% | COc1ccc(N2C(=O)CCC2=O)cc1
-2.3% | · | Cc1ccc(NC(=O)C(=O)NCCN2CCN(S(=O)(=O)c3ccc4ccccc4c3)CC2)cc1
-1.2% | 10.4% | O=C(CSc1nc2ccccc2c(=O)[nH]1)N1CCCCC1
-0.7% | -2.2% | C=CCOc1ccc(S(=O)(=O)c2ccc(OCC=C)cc2)cc1
· | 3.8% | COC(=O)c1ccc(CSc2nc3c(cnn3-c3ccc(Cl)cc3)c(=O)[nH]2)o1
-2.2% | -1.9% | COC(=O)NCC(C)OC(=O)Nc1cccc(Cl)c1 (centres undefined)
-1.2% | -5.4% | Cc1ccc(C2Nc3ccccc3C(=O)N2c2ccc(C)cc2)cc1 (centres undefined)
6.5% | 0.0% | COc1ccc(NC2=C(Cl)C(=O)N(c3cccc(Cl)c3)C2=O)c(OC)c1
-2.6% | -8.0% | O=C(c1ccco1)c1cn[nH]c1-c1ccc(Cl)cc1O
2.6% | 0.2% | COC(=O)c1ccc(/C=N/NC(=O)CCC2C(=O)NN=C2C)cc1 (centres undefined)
-9.4% | 5.5% | CCCCOc1ccc(/C(O)=C2/C(=O)C(=O)N(CCCOC)C2c2ccncc2)cc1 (centres undefined)
-5.2% | 2.9% | CCOC(=O)c1ccc(N2C(=O)c3n[nH]c(C)c3C2c2ccc(OC)cc2)cc1 (centres undefined)
14.7% | 6.6% | O=C(O)CCN1C(=O)/C(=C\C(Cl)=C/c2ccc([N+](=O)[O-])cc2)SC1=S
-0.5% | 1.3% | CN1C(=O)c2ccccc2N(C)C1c1cccs1 (centres undefined)
2.5% | -2.7% | CC(/C=C1\SC(=S)N(c2ccc(F)cc2)C1=O)=C\c1ccccc1
5.2% | -3.3% | COc1ccc2c(=O)c(-c3ccccc3OC)coc2c1
-4.2% | 0.7% | Cc1cc(C(=O)OCC(=O)N2C(C)CCCC2C)c(C)o1 (centres undefined)
-4.6% | 2.9% | COc1ccc2[nH]c(=O)c(CN(C(=O)C3CCCO3)c3cccc(C)c3)cc2c1 (centres undefined)
0.1% | -3.0% | Cc1ccc(S(=O)(=O)Nc2c(C)c(Cl)c(O)c(Cl)c2C)cc1
-14.6% | 1.4% | COc1ccc(NC(C)=O)cc1NC(=O)CSc1nc2ncccc2[nH]1

Part of the list above in order of SMILES length, smallest number first.
MKP-3 inhibition | Hsp70 displacement | SMILES
-0.5% | 1.3% | CN1C(=O)c2ccccc2N(C)C1c1cccs1 (centres undefined)
5.2% | -3.3% | COc1ccc2c(=O)c(-c3ccccc3OC)coc2c1
-14.6% | 1.4% | COc1ccc(NC(C)=O)cc1NC(=O)CSc1nc2ncccc2[nH]1
0.1% | -3.0% | Cc1ccc(S(=O)(=O)Nc2c(C)c(Cl)c(O)c(Cl)c2C)cc1
2.5% | -2.7% | CC(/C=C1\SC(=S)N(c2ccc(F)cc2)C1=O)=C\c1ccccc1
-4.6% | 2.9% | COc1ccc2[nH]c(=O)c(CN(C(=O)C3CCCO3)c3cccc(C)c3)cc2c1 (centres undefined)
14.7% | 6.6% | O=C(O)CCN1C(=O)/C(=C\C(Cl)=C/c2ccc([N+](=O)[O-])cc2)SC1=S

(listing goes on)
MKP-3 inhibition | Hsp70 displacement | SMILES
2.7% | 7.3% | Cn1c(Cn2cnc3ccccc32)nnc1SCC(=O)CC(=O)Nc1ccccc1
2.8% | 1.0% | O=S(=O)(Nc1cccc(C(F)(F)F)c1)c1cccnc1
· | -9.9% | COc1cccc2cc(-c3cn4ccc(C)cc4n3)c(=O)oc12
-8.8% | -2.1% | O=C(OCc1ccccc1F)c1ccc2c(c1)OCCO2
-2.6% | -0.1% | Cc1ccc(C(c2nnnn2CC2CCCO2)N2CCN(c3cccc(C)c3C)CC2)cc1 (centres undefined)
-3.9% | 0.7% | Cc1cccc(-n2c(N)cc(=O)[nH]c2=S)c1
-0.5% | -9.1% | CN(C)c1ccc(C2=NN(c3ccc(C=O)cc3)C(c3ccccc3)C2)cc1 (centres undefined)
· | 0.2% | CN(C)CCC(O)(c1ccccc1)c1ccccc1
· | -5.0% | O=C(Nc1cccc(F)c1)N1CC=C(c2ccc(Cl)cc2)CC1
-5.1% | 6.7% | CCN1CCN(c2cc(=O)n(C3CCCCC3)c(=O)[nH]2)CC1
· | 0.4% | CCc1nnc(NC(=O)CCc2ccc(C)o2)s1
1.1% | -0.2% | Cc1cc(/C=C2/C(=O)NC(=O)N(c3ccccc3)C2=O)c(C)n1-c1ccccc1
3.3% | -2.6% | Cc1cc(NCc2ccccc2Cl)n2nnnc2n1
· | 9.2% | CCc1c(O)nc(SCC(=O)NC(C)(C)C)n(-c2ccccc2)c1=O
1.9% | · | Cc1ccc(C(=O)Oc2ccc3c(c2)ncn3C)cc1
-13.0% | -2.7% | Cc1csc(C2=C(O)CN(CCc3ccccc3)C2=N)n1
-6.9% | 5.1% | Nc1nc(-c2ccc(Br)s2)c(Br)s1
0.6% | -3.6% | Cc1cc2oc(C(=O)NCc3ccncc3)c(C)c2cc1C
12.4% | 3.9% | O=C(O)c1c(F)c(F)cc2ccccc12
· | -3.8% | Cc1ccc(S(=O)(=O)Nc2c(C)ccc3nsnc23)cc1
1.4% | 2.3% | CC1CCN(c2nc3c(c(=O)[nH]c(=O)n3C)n2Cc2ccccc2Cl)CC1
-0.8% | -3.5% | CCOC(=O)c1cccc(NC(=O)COc2ccc(OC)cc2)c1
0.0% | 0.0% | COc1ccc(C(=O)Nc2cccc(C(=O)Nc3cccc(O)c3)c2)cc1
-5.7% | -0.2% | Clc1ccc(Nc2nc(NCCN3CCOCC3)nc(N3CCOCC3)n2)cc1
3.3% | 2.4% | Brc1ccccc1OCCCCN1CCCC1
-0.2% | -4.0% | COc1cc(Br)c(/C=C(\C#N)C(=O)NCc2ccco2)cc1OC
-6.5% | -6.2% | Cc1cc(C(=O)O)sc1C
· | 1.2% | CCOC(=O)N1CCN(S(=O)(=O)c2ccc(OC)c(OC)c2)CC1
-1.5% | -3.6% | COc1ccc(NC(=O)CN2CCN(CC(=O)Nc3ccccc3F)CC2)cc1OC
-9.2% | -6.5% | Cc1cc(C)cc(OCCCC(=O)O)c1
· | 5.7% | CC(C)(C)c1ccc(S(=O)(=O)NC(Cc2ccccc2)C(=O)O)cc1 (centres undefined)
-2.6% | 3.5% | COc1ccc2nc(SCC(N)=O)[nH]c2c1
-9.0% | -2.0% | CCn1cc(Br)c(C(=O)Nc2ccc(F)c(Cl)c2)n1
· | -4.9% | CC(C)SC1=NC(C)(C)C=C(/C=C/c2c(Cl)cccc2Cl)N1
0.2% | 0.6% | Cc1ccc(C(=O)NCCNC(=O)CN2CCCC2)cc1
· | -3.2% | CCOC(=O)/C(=N\Nc1ccccc1)c1csc(Nc2ccc(C)cc2)n1
7.1% | 2.4% | C=CCOc1cccc(/C=C/C(=O)c2ccc(C)cc2)c1
-1.3% | -7.0% | O=C(Nc1ccc2c(c1)oc1ccccc12)c1cccnc1
-3.4% | 12.6% | Cn1c(CN2CCOCC2)nnc1SCC(=O)NC1CCCCC1
18.5% | 13.2% | Cc1c(Cl)cccc1N=C1NC(=O)/C(=C/c2ccc(O)c([N+](=O)[O-])c2)S1
· | -4.3% | O=C(Nc1ccc(Cl)cc1)N(C1=NCCC1)c1ccc(OC(F)F)cc1
-9.4% | 0.2% | O=C(Nc1ccc2c(c1)OCO2)Nc1ccc(Br)cn1
4.6% | 2.8% | Cc1ccc(OCC(=O)Nc2sc3c(c2C(N)=O)CCC(C)C3)cc1C (centres undefined)
-3.7% | 2.9% | N/C(=N\OC(=O)c1ccc(Cl)cc1Cl)c1ccc(Br)cc1
2.6% | -7.7% | COc1cccc(OCCOc2ccc(/C=C3/SC(=S)N(c4ccccc4)C3=O)cc2OC)c1
· | -0.5% | CC(C)C[C@@H](N)c1nnc(SCC(=O)c2ccc(Cl)cc2)o1
· | -4.2% | CC(C)(C)C(=O)Nc1nnc(SCC(=O)NCc2cccs2)s1
-6.6% | 0.1% | Cn1c(=O)c2c(nc(OCc3ccccc3)n2C)n(C)c1=O
2.1% | 4.9% | CCOc1ccc(CCNC(=O)C2CCCN(C(=O)N(C)C)C2)cc1OCC (centres undefined)
-7.1% | · | O=C(CN1C(=O)CSc2ccccc21)Nc1ccccc1C(=O)N1CCOCC1

Next part:
MKP-3 inhibition | Hsp70 displacement | SMILES
2.2% | -0.1% | Cc1cc2nc(-c3cc(NC(=O)COc4ccccc4)ccc3O)oc2cc1C
3.3% | 4.5% | COc1ccc(CCNC(=O)C(=O)N2CCCC2)cc1
-0.6% | 2.5% | COc1ccc(/C=N/N(C)CCN(C)/N=C/c2ccc(OC)cc2)cc1
· | -1.2% | COCCN(C(=O)CNC(=O)c1ccco1)C(C(=O)NC1CCCC1)c1cccs1 (centres undefined)
-5.0% | 1.8% | CCOC(=O)N1CCN(c2c(-c3ccc(C)cc3)c(=O)c2=O)CC1
-0.4% | -1.8% | CCOc1cc(C(=O)NC(c2ccccc2)c2ccccc2)cc(OCC)c1OCC
-7.8% | 2.3% | COCc1[nH]nc2c1C(c1ccc(OC)c(OC)c1)C(C#N)=C(N)O2 (centres undefined)
2.3% | 1.1% | Cc1ccc(OCCc2c(C)n[nH]c2C)c(Cl)c1
2.2% | -0.6% | COc1cc(OC)cc(C(=O)Nc2c(C)cc(Br)cc2C)c1
-4.0% | 4.9% | Cc1ccccc1OCC(=O)N(Cc1ccc(N(C)C)cc1)C1CCS(=O)(=O)C1 (centres undefined)
-8.2% | -6.7% | O=C1c2ccccc2C(=O)N1CCCCSc1nnnn1-c1ccccc1
-5.5% | 1.7% | COC(=O)c1[nH]c2ccccc2c1NC(=O)CN1CCN(c2cccc(Cl)c2)CC1
· | -2.1% | CCCCC(CC)CNC(=O)C1C2C=CC(C2)C1C(=O)O (centres undefined)
-0.6% | -4.4% | COc1ccc(C2NN=C(c3ccccc3)S2)c2ccccc12 (centres undefined)
1.9% | 2.7% | CC1=NN(C(=O)c2ccc([N+](=O)[O-])cc2)C(O)(C(F)(F)F)C1 (centres undefined)
-1.6% | 0.4% | COC(=O)C1=C(C)NC(=O)NC1c1ccc(O)cc1 (centres undefined)
-8.4% | 1.0% | O=S1(=O)CC(NCc2ccccc2)C(Nc2ccc(Cl)cc2)C1 (centres undefined)
3.5% | 5.2% | CCOc1ccc(NC(=O)CCNS(=O)(=O)c2ccc3c(c2)c(=O)n(C)c(=O)n3C)cc1
-7.1% | 2.3% | Cn1c(=O)c2c(ncn2CCN(CCO)Cc2ccccc2)n(C)c1=O
-0.7% | 4.1% | Oc1ccc(Cc2nc3ccccc3[nH]2)cc1
· | 1.8% | CCCCN1C2=C(C(=O)CC(C)(C)C2)C(c2ccccc2)C2=C1c1ccccc1C2=O (centres undefined)
· | 0.0% | NS(=O)(=O)c1ccc2c(c1)C1C=CCC1C(C1CC=CCC1)N2 (centres undefined)
2.6% | · | Cc1ccc(C)c(NC(=O)C2CC(=O)N(c3ccc(Cl)cc3)C2)c1 (centres undefined)
-2.2% | -3.7% | CCN(CC)C(=O)CN1C(=O)C2(OCC(C)(c3ccccc3)CO2)c2ccccc21 (centres undefined)
4.4% | -2.5% | C=CCc1cccc(/C=N/NC(=O)CSc2nc3ccccc3n2CC)c1O
1.6% | -5.2% | COc1ccc(S(=O)(=O)N2CCCCC2C(=O)O)cc1OC (centres undefined)
1.5% | 0.2% | CN(C)/C=C1\N=C(c2ccccc2F)OC1=O
-6.7% | 6.1% | CC1CC(C)CN(S(=O)(=O)c2ccc(C(=O)N3CCN(c4ccccc4)CC3)cc2)C1 (centres undefined)
0.3% | 4.2% | Cc1ccc(N(CC(=O)N/N=C/c2ccccc2O)S(=O)(=O)c2ccccc2)cc1
-10.9% | 0.2% | Cc1cccc(NC(=O)CN(C)S(=O)(=O)c2ccccc2)n1
· | -3.9% | CCCCN(C(=O)Cn1nnc2ccccc21)C(C(=O)NCCOC)c1ccccc1 (centres undefined)
· | -2.5% | Cc1cc(Cl)ccc1N=c1ssnc1Cl
0.7% | -1.6% | COc1ccc(OC)c(S(=O)(=O)Nc2ccccc2C)c1
-5.6% | -2.2% | CC(=O)N1CCc2cc(S(=O)(=O)NC(C(=O)Nc3nc(C)cs3)C(C)C)ccc21 (centres undefined)
1.9% | 0.9% | COCc1cc(CN2CCOCC2)c(O)c2ncccc12
0.8% | 3.3% | O=S(=O)(c1ccc(Oc2ccccc2)cc1)N1CCCCC1
3.9% | -0.3% | COc1ccc(CNC(=O)CN(C(=O)c2ccc(CN3CCOCC3)o2)C2CCCC2)cc1
2.0%&-3.7% | 3.4%&3.8% | O=C(Nc1cccc2ccccc12)c1ccc(Br)o1
-1.9% | 9.9% | Cc1ccc(-c2cc(-c3cc(C)ccc3O)[nH]n2)cc1
-2.1% | -1.1% | CC(=O)c1ccc(NC(=O)CSCC(=O)Nc2ccccc2)cc1
-7.5% | 0.8% | CCc1ccccc1NC(=O)CSc1nnc([C@H](CCSC)NC(=O)OC(C)(C)C)o1
-7.1% | -2.8% | O=C(CCSc1nc(-c2ccco2)cc(C(F)(F)F)n1)NCCc1ccccc1
· | 1.9% | O=C(Nc1ccc(Br)cn1)C1CCCN1S(=O)(=O)c1ccccc1 (centres undefined)
1.0% | 0.7% | CCOC(=O)C1CCCN(C(=O)c2ccc(OC(C)=O)cc2)C1 (centres undefined)
-5.5% | -4.0% | CC1=C(C(=O)OC(C)C)C(c2cccc(F)c2)N2C(=O)C(C)SC2=N1 (centres undefined)
17.3% | -5.3% | Cc1ccc(-c2cc(NC(=O)COc3ccc(Cl)cc3Cl)n[nH]2)cc1

Part of the list above, in markdown.
| SMILES | MKP-3 inhibition | Hsp70 displacement |
| --- | --- | --- |
| CCc1ccccc1NC(=O)CSc1nnc([C@H](CCSC)NC(=O)OC(C)(C)C)o1 | -7.5% | 0.8% |
| CCOC(=O)C1CCCN(C(=O)c2ccc(OC(C)=O)cc2)C1 (centres undefined) | 1.0% | 0.7% |
| CC1=C(C(=O)OC(C)C)C(c2cccc(F)c2)N2C(=O)C(C)SC2=N1 (centres undefined) | -5.5% | -4.0% |

Assay outcomes from PubChem.
